# TDP1 cell CPT: DT40-hTDP1 cell growth loss with CPT; 420,000 compounds, 12% hits; chicken DT40 Tdp1-/-;hTDP1 cells + 20 nM CPT, ATP luminescence, 48 h; Potency, µM (highest dose often 46.2 µM), for inactives: at the top dose activity change, negative = growth inhibition, usual class: inhibitors; further: nearly all actives have a fitted effect of over 55% in size
#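 Chicken DT40 Tdp1-/- cells stably complemented with human TDP1 were seeded at 400 cells/well in medium containing 20 nM camptothecin, exposed to pin-transferred compounds, and grown at 37 °C for at least 48 hr. Viability was read as ATP luminescence.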
# TDP1 cell noCPT: qHTS for Inhibitors of human tyrosyl-DNA phosphodiesterase 1 (TDP1): qHTS in cells in absence of CPT; DT40 Tdp1-/- hTDP1 cells, no CPT, ATP luminescence, 48 h; Potency, µM (titrated, usually from 46.2 µM), for inactives: at the top dose activity change, negative = growth inhibition, usual class: inhibitors; 420,000 compounds, 15% hits; further: nearly all actives have a fitted effect of over 55% in size
#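 Chicken DT40 Tdp1-/- cells complemented with human TDP1, screened without camptothecin (DMSO vehicle only), 400 cells/well. Compounds pin-transferred, cells incubated at 37 °C for at least 48 hr. Growth read as ATP-dependent luminescence (CellTiter-Glo, 30 min at RT).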
# GCN5L2 inh: inhibitors of human GCN5L2 histone acetyltransferase. Q92830. 390,000 compounds, 0.21% hits. GCN5L2 HAT assay, ThioGlo1 CoA-SH fluorescence. AID 504327. Potency, µM (titrated, usually from 58.9 µM), for inactives: top-dose activity change, negative = inhibition, usual class: inhibitors
# Target sequence (Q92830 whole entry, looked up): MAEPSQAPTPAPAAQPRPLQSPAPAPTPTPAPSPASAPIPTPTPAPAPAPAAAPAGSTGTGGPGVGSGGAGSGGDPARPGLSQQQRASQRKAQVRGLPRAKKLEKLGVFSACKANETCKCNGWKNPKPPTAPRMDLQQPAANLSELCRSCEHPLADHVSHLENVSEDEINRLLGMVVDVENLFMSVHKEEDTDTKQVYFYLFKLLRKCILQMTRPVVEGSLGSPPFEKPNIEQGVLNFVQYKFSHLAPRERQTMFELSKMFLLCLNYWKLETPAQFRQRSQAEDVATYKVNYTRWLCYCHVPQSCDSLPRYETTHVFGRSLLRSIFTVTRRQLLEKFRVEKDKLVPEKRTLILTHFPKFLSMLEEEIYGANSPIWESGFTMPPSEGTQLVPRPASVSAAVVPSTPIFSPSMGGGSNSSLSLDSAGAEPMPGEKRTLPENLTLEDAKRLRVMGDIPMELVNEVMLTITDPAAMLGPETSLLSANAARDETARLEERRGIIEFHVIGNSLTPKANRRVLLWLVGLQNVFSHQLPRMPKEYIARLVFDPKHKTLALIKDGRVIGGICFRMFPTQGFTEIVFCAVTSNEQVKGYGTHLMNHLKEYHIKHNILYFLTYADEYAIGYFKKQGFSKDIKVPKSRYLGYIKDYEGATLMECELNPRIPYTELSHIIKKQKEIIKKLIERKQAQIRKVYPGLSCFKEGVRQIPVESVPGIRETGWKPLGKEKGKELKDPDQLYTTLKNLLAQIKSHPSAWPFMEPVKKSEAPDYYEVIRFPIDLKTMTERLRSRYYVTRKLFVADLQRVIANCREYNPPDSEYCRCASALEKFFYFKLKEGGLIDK
#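 Titration-based screen in which CoA formation is detected via maleimide probe ThioGlo1 (50uM) turning fluorescent on thiol reaction; substrates H3(1-25) 75uM and acetyl-CoA 70uM, GCN5L2 20nM, 20 min incubation at room temperature.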
# Numbers without * were called inactive; ? = inconclusive; . = no result given; & = joins results of further samples. The call rests on the fitted dose curve; in most records, active means well fitted curve in the direction sought with a large enough effect; inconclusive means small, poorly fitted or top-dose-only effect, or another doubt; inactive means no such curve, though single readings can be large; an effect the other way counts as inactive or inconclusive. On the % scale 0 is the no-effect control and ±100 the full control effect; potency means the concentration at half of the fitted maximal effect. This is a subset; rates above refer to the full screens.
entry	canonical_smiles	TDP1 cell CPT	TDP1 cell noCPT	GCN5L2 inh
1	O=C(O)Cc1ccccc1Oc1ccc(Cl)cc1Cl	-5.9%	-11.4%	.
2	O=C(Cn1cc(/C=N/NC(=O)c2cccc3ccccc23)c2ccccc21)Nc1ccc(F)cc1	?	?	-17.0%
3	COc1cccc(CC2(CO)CCN(Cc3ccc(NC(C)=O)cc3)CC2)c1	0.7%	-16.2%	19.4%
4	CN1CCN(S(=O)(=O)c2ccc(C#N)cc2)C(c2ccccc2)C1 (centres undefined)	-5.0%	-8.8%	-14.7%
5	Cc1nn2c(-c3ccc(Cl)cc3Cl)nnc2s1	-5.2%	-13.4%	3.3%
6	Cc1ccc(N2CCN(C(=O)c3cnc(N4CCCCC4)c4ccccc34)CC2)c(C)c1	?	?	0.4%
7	Cc1ccc(CS(=O)Cc2ccc(C(=O)NCc3cccs3)o2)cc1 (centres undefined)	-0.4%	-6.1%	-0.9%
8	CC1(C(=O)NS(=O)(=O)c2ccc(C#N)cc2)CCN1C(=O)Cc1ccccc1Cl (centres undefined)	-14.5%	-2.7%	.
9	CCOC(=O)C1CCN(C(=O)c2ccc(NS(=O)(=O)c3ccc(F)cc3C)cc2)CC1	-24.5%	?	-7.4%
10	COc1ccc(S(=O)(=O)N(C)C[C@@H]2OCc3cn(nn3)CCCC(=O)N([C@H](C)CO)C[C@H]2C)cc1	-3.2%	15.9%	.
11	CCn1cc(S(=O)(=O)CC(=O)Nc2ccc(OC)cc2)c2ccccc21	-25.8%	-29.7%	-8.0%
12	O=C(C[C@H]1C(=O)N(Cc2ccccc2)C[C@@H]1Cc1ccccc1)Nc1ccc(Br)cc1	-23.7%	?	.
13	CCc1ccccc1NC(=O)CN1C(=O)CCn2nc(-c3cccn3C)cc21	1.1%	-2.0%	-1.3%
14	C=CCN1C(=O)C2C(C(=O)NCc3ccccc3)C3C=CC2(O3)C1C(=O)NC(C)(C)C (centres undefined)	-9.7%	-21.1%	-1.2%
15	C=CC[C@@H](CC(=O)NCCO)C(=O)NC[C@H](OC(=O)[C@@H](CC=C)Cc1ccc(F)cc1)c1ccccc1	14.6µM*	11.6µM*	-7.2%
16	CCOC(=O)c1nnsc1NC(=O)Nc1ccc(OC)cc1	-13.1%	-22.7%	-23.8%
17	COc1cccc(/C=N/NC(=S)NC2CC3CC2C2C=CCC32)c1O (centres undefined)	?	29.1µM*	-1.8%
18	O=C(CN1CCCC1)Nc1ccc(Cl)cc1C(F)(F)F	23.1µM*	?	-3.8%
19	CC(=O)N1c2ccccc2Sc2ccccc21	-4.5%	-29.7%	1.5%
20	COC(=O)c1ccccc1NC(=O)c1ccc(COc2ccccc2)o1	?	?	.
21	Cc1cc(C)cc(Nc2cc(C)nc3ncnn23)c1	3.7%	-16.7%	.
22	CCC(=O)Nc1nc(NCc2ccccc2OC)n(-c2ccccc2)n1	-1.5%	-12.1%	-2.1%
23	O=C(c1cccs1)N1CCCC(c2nc(-c3ccc(F)cc3)no2)C1 (centres undefined)	?	16.4µM*	-1.8%
24	CCOC(=O)C1CCCCN1C(=O)CCc1c(C)nc2ncnn2c1C (centres undefined)	1.2%	8.8%	-3.0%
25	O=C(Nc1c2c(nn1-c1ccc(F)cc1)CS(=O)(=O)C2)c1ccc2c(c1)OCO2	-7.0%	11.6%	1.5%
26	Clc1ccc(Nc2nnc(Cc3ccncc3)c3ccccc23)cc1	?	?	.
27	Cc1c(N=C2SCC(=O)N2/N=C/c2ccccc2)c(=O)n(-c2ccccc2)n1C	-5.1%	2.0%	-5.1%
28	OC(CN1C2=NCCN2c2ccccc21)c1ccc(Br)cc1 (centres undefined)	?	20.6µM*	0.7%
29	COc1ccc(-c2cc(C(F)(F)F)nc(N3CCN(c4ccc(F)cc4)CC3)n2)cc1OC	1.2%	2.2%	-2.3%
30	CC(C)(C)NC(=O)CCN(/N=C/c1ccc([N+](=O)[O-])o1)C1=NS(=O)(=O)c2ccccc21	18.4µM*	14.6µM*	-1.8%
31	Cc1cccc(NC(=O)CSc2nc(C)nc3c2c(=O)n(C)c(=O)n3C)c1	?	-22.3%	-6.8%
32	CC(C)C(C)(C#N)NC(=O)CSc1nnc(-c2ccccc2)o1 (centres undefined)	-10.8%	-7.4%	-0.6%
33	COc1ccc(CCN(C)C(=O)c2c(C)nn(-c3ccccc3)c2C)cc1OC	8.0%	6.6%	2.9%
34	CCCCCCCCC(=O)N/N=C/c1cccc(Br)c1	1.3%	1.6%	-2.9%
35	CC(=O)Nc1ccc(S(=O)(=O)N2CCC(c3ccncc3)CC2)cc1	5.17µM*	2.59µM*	-6.1%
36	Cc1cc(C(=O)CN2C(=O)NC3(CCCCC3)C2=O)c(C)n1Cc1ccco1	?	?	1.5%
37	CCCCNC(=O)Cn1cnc2ccc(S(=O)(=O)N3CCC(C)CC3)cc2c1=O	20.3%	-25.5%	-17.2%
38	COc1ccc(C(=O)NN(C)c2nc(C(F)(F)F)nc3ccccc23)cc1	0.184µM*	0.206µM*	-0.9%
39	COc1ccc(NC(=O)C2Cc3c(-c4ccncc4)ccnc3O2)cc1OC (centres undefined)	?	?	.
40	CC1CC(C(F)F)n2nc(C(=O)Nc3sc4c(c3C#N)CCC(C(C)(C)C)C4)nc2N1 (centres undefined)	?	?	-3.2%
41	COc1ccc(OC)c(C(C)NC(=O)Nc2cccc(C(C)=O)c2)c1 (centres undefined)	-11.4%	-11.6%	-7.9%
42	COc1cc(Cl)c(C)cc1NC(=O)COC(=O)c1cc[n+]([O-])cc1	7.7%	16.5%	-6.0%
43	Cc1[nH]c2ccccc2c1/C=N/NC(=O)CNC(=O)Cc1ccccc1	-10.9%	7.2%	1.9%
44	CCc1cccc(NC(=O)Cn2c(-c3ccc(F)cc3)cc(C(C)=O)c2C)c1	13µM*	16.4µM*	3.7%
45	CCC(C(=O)Nc1cc(C)cc(C)n1)c1ccccc1 (centres undefined)	-22.5%	?	.
46	O=C(NCc1cccs1)c1ccc(CSc2nc3ccncc3n2Cc2ccccc2)cc1	?	18.4µM*	-0.9%
47	Cc1cc(=O)oc2cc(OCC(=O)N3CCN(C(=O)C4COc5ccccc5O4)CC3)c(Cl)cc12 (centres undefined)	?	?	-27.1%
48	COc1cc(OC)cc(C(=O)Nc2ccccc2-c2nnn(CC(N)=O)n2)c1	2.6%	-8.6%	0.6%

# Ordered by length of the SMILES (ascending): part of the list above.
entry	canonical_smiles	TDP1 cell CPT	TDP1 cell noCPT	GCN5L2 inh
34	CCCCCCCCC(=O)N/N=C/c1cccc(Br)c1	1.3%	1.6%	-2.9%
45	CCC(C(=O)Nc1cc(C)cc(C)n1)c1ccccc1 (centres undefined)	-22.5%	?	.
28	OC(CN1C2=NCCN2c2ccccc21)c1ccc(Br)cc1 (centres undefined)	?	20.6µM*	0.7%
32	CC(C)C(C)(C#N)NC(=O)CSc1nnc(-c2ccccc2)o1 (centres undefined)	-10.8%	-7.4%	-0.6%
41	COc1ccc(OC)c(C(C)NC(=O)Nc2cccc(C(C)=O)c2)c1 (centres undefined)	-11.4%	-11.6%	-7.9%
43	Cc1[nH]c2ccccc2c1/C=N/NC(=O)CNC(=O)Cc1ccccc1	-10.9%	7.2%	1.9%
38	COc1ccc(C(=O)NN(C)c2nc(C(F)(F)F)nc3ccccc23)cc1	0.184µM*	0.206µM*	-0.9%
33	COc1ccc(CCN(C)C(=O)c2c(C)nn(-c3ccccc3)c2C)cc1OC	8.0%	6.6%	2.9%
31	Cc1cccc(NC(=O)CSc2nc(C)nc3c2c(=O)n(C)c(=O)n3C)c1	?	-22.3%	-6.8%
37	CCCCNC(=O)Cn1cnc2ccc(S(=O)(=O)N3CCC(C)CC3)cc2c1=O	20.3%	-25.5%	-17.2%
29	COc1ccc(-c2cc(C(F)(F)F)nc(N3CCN(c4ccc(F)cc4)CC3)n2)cc1OC	1.2%	2.2%	-2.3%
40	CC1CC(C(F)F)n2nc(C(=O)Nc3sc4c(c3C#N)CCC(C(C)(C)C)C4)nc2N1 (centres undefined)	?	?	-3.2%
47	Cc1cc(=O)oc2cc(OCC(=O)N3CCN(C(=O)C4COc5ccccc5O4)CC3)c(Cl)cc12 (centres undefined)	?	?	-27.1%
30	CC(C)(C)NC(=O)CCN(/N=C/c1ccc([N+](=O)[O-])o1)C1=NS(=O)(=O)c2ccccc21	18.4µM*	14.6µM*	-1.8%

# (listing goes on)
entry	canonical_smiles	TDP1 cell CPT	TDP1 cell noCPT	GCN5L2 inh
49	O=S(=O)(NCC(c1ccc2c(c1)OCO2)N1CCOCC1)c1ccc(F)cc1 (centres undefined)	-0.5%	-5.2%	-14.1%
50	COC(=O)Cc1ccc(NC(=O)c2ccc(C)c(C)c2)cc1	-20.1%	-5.1%	-16.2%
51	CCN(C(=O)CN1C(=O)COc2ccc(S(=O)(=O)N3CCOCC3)cc21)c1ccc(OC)cc1	-7.2%&2.1%	?	2.0%&-2.9%
52	COc1ccccc1CCNC(=O)COc1cccc2c1OC(C)(C)C2	11.0%	23.1µM*	-2.9%
53	CCOC(=O)c1c(C)nsc1NC(=O)C1CCCCC1	-27.5%	-29.8%	-6.6%
54	Cc1ccc(OCC(=O)Nc2ccc(S(=O)(=O)Nc3cc(C)nc(C)n3)cc2)cc1	1.3%	12.9%	-13.2%
55	CCN(CC)CCC(=O)Nc1cccc2c1C(=O)c1ccccc1C2=O	11.6µM*	10.3µM*	1.2%
56	CC1CCC(NC(=O)c2ccc(CNc3c(NC4CCCCC4)c(=O)c3=O)cc2)CC1 (centres undefined)	4.6%	-13.0%	-9.9%
57	CCCN1C(=O)C(O)(CC(=O)c2ccc(CC)cc2)c2cc(Br)ccc21 (centres undefined)	7.31µM*	6.51µM*	-10.4%
58	O=c1cc(CO)[nH]cc1OCc1ccccc1	4.4%	-24.4%	-1.5%
59	Cc1cc(C)n(-c2nc3ccccc3nc2Nc2ccc3[nH]c(=O)[nH]c3c2)n1	?	?	-5.3%
60	CCN1C(=O)[C@H]2[C@@H](c3ccc(-c4ccc(C(C)=O)cc4)c(OC)c3)N3CCCC[C@@]3(C(=O)OC)[C@H]2C1=O	23.1µM*	16.4µM*	-11.9%
61	O=C(NCc1cccc(Cl)c1)C1CCN(c2nnc(N3CCCC3=O)s2)CC1	-13.8%	1.7%	1.1%
62	CCS(=O)(=O)c1ccc(Sc2nncn2C)c([N+](=O)[O-])c1	-1.9%	-4.0%	-4.7%
63	O=C(NCc1ccc(F)cc1)C(=O)NCC1OCCN1C(=O)c1cccs1 (centres undefined)	-6.4%	11.4%	10.0%
64	CCN(c1ccccc1)S(=O)(=O)c1ccc(OC)c(NC(=O)c2ccco2)c1	?	20.6µM*	.
65	CCCNC(=O)c1cc(C)no1	-2.4%	-6.6%	-4.9%
66	CCOC(=O)C1CCCN(CCC(=O)Nc2c(C(=O)OC)[nH]c3cc(OC)ccc23)C1 (centres undefined)	0.9%	-8.4%	-12.4%
67	COc1cccc(/C=N/NC(=O)C(c2ccncc2)N2CCOCC2)c1 (centres undefined)	17.1%	-19.1%	0.8%
68	Cc1cc(NC(=O)CSc2nnc(-c3cccnc3)n2N)no1	-3.7%	-4.2%	-25.2%
69	Cn1cccc1C(=O)N1CCC[C@@]2(CCN(Cc3ccc(C#N)cc3)C2)C1	-3.0%	-25.7%	-5.7%
70	COc1ccc(CCNC(=S)Nc2ccc(C)cc2C)cc1	?	?	-8.9%
71	CCCNC(=O)C1CCC(Cn2c(=O)c3sccc3n(Cc3ccccc3C)c2=O)CC1 (centres undefined)	-13.3%	-23.4%	-1.5%
72	Cc1cc2c(cc(C(=O)OCC(=O)NCc3cccs3)n2C(C)C)o1	0.82µM*	0.731µM*	-3.4%
73	CN(C)/C=C1\C(=O)N(c2ccc([N+](=O)[O-])cc2)N=C1c1ccccc1	9.3%	-3.3%	-29.0%

# High-throughput results from PubChem.
